IL-2 act – IL-2 activation. IL-2 activation reporter assay, cell-based qHTS; stimulated with anti-CD3/CD4/CD28 beads; in transgenic mouse T cells. activation, % (series mostly up to about 46 µM). 360,000 tested, 0.065% active; in the data active = activation above about 50%; inconclusive = mostly about 30% to 49%; also: 0% is about no effect
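Unstimulated transgenic mouse T cells, 750 per well, received compound and, after 60 minutes, anti-CD3/anti-CD4 bead plus anti-CD28 stimulation. EGFP and DsRed were quantified after 18 hours.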
WRN inhibitor – WRN helicase (human) inhibition | Q14191 | WRN helicase unwinding, fluorescent forked duplex, kinetic | Potency, µM (top dose mostly 114 µM), for inactives: at the highest dose activity change, negative = inhibition, hits mostly inhibitors | 360,000 tested, 0.46% active; also: potency is read from the fitted curve at half-maximal effect; % is scaled to controls: 0 for no effect and ±100 for the full control effect; nearly all actives have a fitted effect of over 55% in size
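WRN at 20 nM final preincubated with compound 15 min at room temperature; reaction started with 100 nM fluorophore/quencher forked duplex oligonucleotide and 2 mM ATP final. Unwinding followed kinetically by red fluorescence (ex 525, em 598 nm).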
PI5P4K alpha inh – PI5P4K alpha (human) kinase inhibition | AID 652105 | P48426 | PI5P4Kalpha enzyme, ADP-Glo luminescence, 60 min; hits give low values | max response, % | 330,000 tested, 1.2% active; active = max response of -50% or lower; inconclusive = between -30% and -50%; inactive = -30% or higher; also: value at the top dose of about 77 µM; % is scaled to controls: 0 for no effect and ±100 for the full control effect
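ADP-Glo luminescence end-point after a 60 min room-temperature kinase reaction. PI5P4Kalpha and substrate in HEPES pH 7.4 buffer with EGTA, 0.1% CHAPS and 5% DMSO; ATP at 5 microM final.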
FUS suppressor – suppressors of FUS proteinopathy in yeast. AID 1347120. S. cerevisiae FUS-expressing, growth rescue, OD600, 24 h. 390,000 tested, 0.24% active. Potency, µM (highest dose often 76.6 µM), for inactives: at the highest dose growth rescue (activation), most hits filed as activators;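 also: potency is read from the fitted curve at half-maximal effect; plate controls were DMSO vehicle for no effect and reference control for full effect; nearly all actives have a fitted effect of over 55% in size; some results filed as inactive show a strong effect at the top dose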
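Yeast FUS proteinopathy model; galactose-induced FUS (2%), starting OD 0.005. Cpds in dilution series, 24hr, 30C, 99% humidity. Abs 600 nm growth. Pos ctrl CP55940 (top 92uM final); neg ctrl DMSO.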
EPAC1 antagonist – antagonists of human EPAC1; O95398; EPAC1 GEF assay, Rap1b-BODIPY-GDP exchange fluorescence; Potency, µM (doses to about 115 µM), for inactives: at the top dose activity change, negative = inhibition, actives largely listed as inhibitors; 360,000 tested, 0.14% active;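 also: potency is read from the fitted curve at half-maximal effect; plate controls were vehicle for no effect and positive control for full effect; nearly all actives have a fitted effect of over 50% in size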
Target sequence (O95398 whole entry, looked up): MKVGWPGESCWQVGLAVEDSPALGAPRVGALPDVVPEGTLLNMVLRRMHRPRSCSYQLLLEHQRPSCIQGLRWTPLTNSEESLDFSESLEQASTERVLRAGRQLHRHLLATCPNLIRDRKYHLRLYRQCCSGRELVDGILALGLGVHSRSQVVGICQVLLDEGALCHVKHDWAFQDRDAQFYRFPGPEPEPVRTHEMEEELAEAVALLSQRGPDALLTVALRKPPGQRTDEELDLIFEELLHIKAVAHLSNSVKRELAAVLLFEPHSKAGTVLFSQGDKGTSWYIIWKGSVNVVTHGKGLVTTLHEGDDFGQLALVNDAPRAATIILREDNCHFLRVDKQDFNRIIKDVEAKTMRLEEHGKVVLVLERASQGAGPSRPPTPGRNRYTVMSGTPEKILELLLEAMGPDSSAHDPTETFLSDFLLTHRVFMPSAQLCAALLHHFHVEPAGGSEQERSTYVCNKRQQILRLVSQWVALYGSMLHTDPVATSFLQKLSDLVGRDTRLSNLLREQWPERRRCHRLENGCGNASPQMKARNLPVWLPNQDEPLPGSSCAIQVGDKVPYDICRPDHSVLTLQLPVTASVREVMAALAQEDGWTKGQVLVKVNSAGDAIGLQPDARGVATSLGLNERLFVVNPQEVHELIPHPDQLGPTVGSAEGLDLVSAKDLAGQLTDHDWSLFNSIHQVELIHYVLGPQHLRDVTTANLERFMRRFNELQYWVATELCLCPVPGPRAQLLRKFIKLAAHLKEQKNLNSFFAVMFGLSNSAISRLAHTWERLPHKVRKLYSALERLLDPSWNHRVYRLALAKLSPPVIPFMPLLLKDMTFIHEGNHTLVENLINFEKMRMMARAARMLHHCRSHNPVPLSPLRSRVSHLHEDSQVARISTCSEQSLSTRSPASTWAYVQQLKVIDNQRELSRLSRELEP
aSyn rescue – alpha-synuclein toxicity inhibition in yeast; Potency, µM (highest dose often 46.1 µM), inactives show at the highest dose growth rescue (activation), actives largely listed as activators; 370,000 tested, 0.14% active; AID 652106; Yeast expressing alpha-synuclein, growth rescue, BacTiter-Glo, 24 h; also: potency is read from the fitted curve at half-maximal effect; % of control where 0% means no effect; nearly all actives have a fitted effect of over 65% in size
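Galactose-induced alpha-syn yeast (OD600=0.02, raffinose-pregrown) + pinned cpd, 24 hr, 30 deg C; growth by BacTiter-Glo luminescence. Growth restoration scores as activation.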
PLK1 PBD block – inhibitors of human PLK1 polo-box domain binding | P53350 | Plk1 PBD binding of FITC phosphopeptide, fluorescence polarization | Potency, µM, for the others: max response, negative = inhibition, usual class: inhibitors | 360,000 tested, 2.8% active | AID 720504; also: potency is read from the fitted curve at half-maximal effect; series mostly up to about 57 µM; % is scaled to controls: 0 for no effect and ±100 for the full control effect; nearly all actives have a fitted effect of over 65% in size
EPAC1 ag – activates human EPAC1 exchange factor | O95398 | 360,000 tested, 0.073% active | AID 720707 | Potency, µM (titrated, usually from 154 µM), without a hit: top-dose activation, most hits filed as activators | EPAC1 agonist qHTS, biochemical assay; response scale: 100% = response to 6.5 mM cAMP; also: potency is read from the fitted curve at half-maximal effect; nearly all actives have a fitted effect of over 60% in size
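Read-out is the fluorescence drop as BODIPY-GDP leaves Rap1B (480 nm excitation, 540 nm emission), recorded every 5 minutes over 30 minutes. Reactions held 100 nM EPAC1, 250 nM Rap1B–BODIPY-GDP and 50 uM GDP, with 6.5 mM cAMP setting full activation.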
Abeta yeast res – compounds reversing amyloid beta toxicity in yeast; yeast expressing A-beta42, growth rescue, OD600, 48 h; response scale: 0% DMSO, 100% iron-clioquinol control; Potency, µM (doses to about 46.1 µM), without a hit: at the top dose growth rescue, usual class: activators; 410,000 tested, 0.063% active; AID 1347071; also: potency is read from the fitted curve at half-maximal effect; nearly all actives have a fitted effect of over 55% in size
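Yeast growth medium received pinned compounds, then yeast cells expressing toxic A-beta were added; plates incubated at 30 C for 48 hr. Growth read as absorbance at 600 nm, normalized to DMSO and equimolar FeCl3 plus clioquinol controls.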
Starred values were filed as active, the others as inactive; u = inconclusive; x = not tested or not shown; & = joins results of further samples; [ ] = remark or other dose. Unless noted, calls follow the shape of the dose curve; as a rule, active = well fitted curve in the direction sought with a large enough effect; inconclusive = small, poorly fitted or top-dose-only effect, or another doubt; inactive = no such curve, though single readings can be large; an effect the other way counts as inactive or inconclusive.

Every second line gives: IL-2 act	WRN inhibitor	PI5P4K alpha inh	FUS suppressor	EPAC1 antagonist	aSyn rescue	PLK1 PBD block	EPAC1 ag	Abeta yeast res
- CCCCCn1c(N)c(C#N)c2nc3ccccc3nc21
→ 0.6	-4%	x	18%	-2%	6%	-6%	-9%	1%
- O=S(=O)(c1ccc(NCCc2c[nH]c3ccccc23)nc1)N1CCOCC1
→ 2.8	0%	1	26%	3%	-4%	-8%	6%	2%
- Cc1ccccc1-n1nc2c(c1NC(=O)CCCl)CSC2
→ 1.4	-5%	1	-21%	-3%	6%	-4%	9%	1%
- CCOC(=O)N1CCN(C(=O)C2CCN(S(C)(=O)=O)CC2)CC1
→ -2.5	-7%	x	-18%	0%	-9%	-8%	7%	6%
- O=C(CSc1ncn[nH]1)N/N=C/c1ccc(Br)cc1
→ -0.3	-4%	-5	-15%	-4%	3%	4%	13%	-1%
- Cc1cc(C)cc(NC(=O)CSc2nc3ccncc3[nH]2)c1
→ -0.5	-7%	7	-13%	-13%	-6%	-2%	8%	13%
- C[C@H](NC(=O)Cc1cccc2ccccc12)C(=O)N1CCCN(C)CC1
→ -1.0	0%	-6	1%	-15%	-1%	-8%	8%	-7%
- O=[N+]([O-])c1cc(Cl)ccc1N1CCOCC1
→ -0.4	-4%	6	-7%	-7%	-5%	-14%	-2%	1%
- O=C(NC1CCN(Cc2ccccc2)CC1)c1ccc(N2CC3CC(C2)c2cccc(=O)n2C3)c([N+](=O)[O-])c1 (stereo not given)
→ 5.7	-4%	5	18%	-4%	-8%	5%	-1%	-9%
- CN1CCN(S(=O)(=O)c2cccc(C(=O)NC3CCCc4ccccc43)c2)CC1 (stereo not given)
→ -3.5	1%	-2	11%	-7%	-6%	-5%	-3%	25%
- COc1ccccc1NCCC#N
→ -1.3	-2%	5	63%	-15%	-2%	-7%	-1%	3%
- COCCNCCCOc1ccc(Cl)cc1Br
→ -0.9	12%	-3	-22%	-6%	1%	-8%	10%	-7%
- Cc1cccc(NS(=O)(=O)c2ccc(C(=O)N3CCCC3)cc2)c1C
→ 0.3	-4%	1	7%	2%	1%	-8%	8%	-4%
- COc1ccc(S(=O)(=O)N2CCC(C(=O)Nc3ccccc3C)CC2)c2cccnc12
→ -1.6	11%	x	8%	4%	1%	-8%	-3%	28%
- COc1cc(OC)cc(C(=O)NCC(=O)OCC(=O)c2cc(C)n(Cc3ccco3)c2C)c1
→ -4.4	-5%	-19	x	2%	4%	-5%	-3%	4%
- Cc1ccc(C(=O)NC(=S)N2CCN(C)CC2)cc1Br
→ -1.4	1%	-4	-3%	24%	2%	-1%	-1%	10%
- COc1ccc(C(=O)COC(=O)c2ccc(Cl)nc2)cc1OC
→ -0.7	-8%	3	-5%	-13%	0%	-3%	-23%	-1%
- CCOC(=O)c1ccc(NC(=O)COc2ccc(S(=O)(=O)NC(C)C)cc2)cc1
→ 0.3	-7%	x	-4%	-3%	-1%	-2%	-2%	3%
- COc1cc(C(=O)Nc2cc(C)ccn2)ccc1OCC(=O)N1CCOCC1
→ -0.4	4%	-3	1%	9%	0%	-10%	1%	7%
- O=C(CCNS(=O)(=O)c1ccc(Cl)cc1)NCc1cccnc1
→ 0.2	6%	x	6%	4%	2%	-1%	0%	3%
- COc1ccc(NC(=O)CC(Cc2ccc(Cl)cc2)C(=O)O)cc1 (stereo not given)
→ 6.3	7%	2	-22%	-9%	3%	-5%	-6%	-2%
- Cc1onc(-c2c(F)cccc2Cl)c1C(=O)OCC(=O)NC(N)=O
→ -0.6	-8%	3	2%	-6%	0%	1%	6%	-10%
- O=C(CN1C(=O)NC2(CCCC2)C1=O)N1CCN(C(=O)c2ccco2)CC1
→ 2.3	2%	x	3%	-2%	13%	1%	-4%	0%
- O=C(Nc1ccc(Br)cc1)c1cccc(N2C(=O)CCC2=O)c1
→ -2.9	-33%	5	x	-22%	-4%	-5%	12%	-8%
- CCSc1nnc(Cn2c(=O)sc3ccccc32)n1-c1ccc(OC)cc1
→ -3.3	-4%	0	14%	-13%	5%	-5%	16%	3%
- O=C(O)C1C2C=CC(O2)C1C(=O)Nc1cccc(C(F)(F)F)c1 (stereo not given)
→ 1.1	9%	-1	-21%	5%	6%	-2%	16%	6%
- Cc1ccc(S(=O)(=O)N2CCC(N3CCCCCC3)CC2)cc1
→ -3.9	-3%	-14	33%	0%	0%	-8%	10%	6%
- CCN(CC)C(=O)c1cc([N+](=O)[O-])cc2c1-c1ccc([N+](=O)[O-])cc1C2=C(C#N)C#N
→ -3.2	-9%	-5	8%	2%	2%	9.5µM*	5%	10%
- CCc1ccc(OCc2n[nH]c(=S)n2Cc2ccccc2)cc1
→ -2.0	-9%	0	10%	-12%	1%	-18%	-4%	u
- Cc1ccc(NC(=O)CCC(=O)N2CCC(c3ccccc3)=N2)cc1S(=O)(=O)N1CCCCC1
→ -5.4	16%	1	7%	5%	-8%	-14%	3%	-9%
- Cc1ccc(C)c(SCC(=O)NC(=O)NCc2ccccc2)c1
→ -0.9	-4%	-4	x	-12%	10%	-2%	-13%	2%
- O=[N+]([O-])c1ccc(N2CCc3ccccc3C2)nc1
→ -0.6	2%	2	-11%	-11%	-4%	-22%	10%	-73%[inhibitor]
- CCN(CC)CCCCN1c2ccccc2Sc2ccccc21
→ -0.5	-1%	5	24%	-1%	4%	-2%	2%	-17%
- O=C(CCc1ccccc1)Nc1cc(Cl)ccc1O
→ -3.0	-22%	x	49%	7%	-2%	-7%	18%	2%
- C[N+](C)=C1SCC(C)(/C=N/O)S1 (stereo not given)
→ -7.7	-14%	3	17%	10%	2%	-10%	-9%	-7%
- CCN(CC)S(=O)(=O)c1ccc(C(=O)NNC(=O)c2cccs2)cc1
→ 0.0	-8%[11.6 µM]	-26	4%	24%	-7%	-5%	4%	9%
- CCOc1cccc(/C=C/c2ccc3ccccc3n2)c1OC(C)=O
→ -3.7	-2%	2	17%	4%	-10%	1%	9%	-56%[inhibitor]
- COc1ccc(C(C)(C)NC(=O)C2CCC(=O)N(C3CC3)C2)cc1OC (stereo not given)
→ -1.1	-26%	0	x	4%	4%	3%	7%	-12%
- Cc1cccc(C(=O)O/N=C2\CCCc3ccccc32)c1
→ -1.6	-8%	4	-1%	0%	0%	-1%	0%	4%
- CC(C)Sc1nc2c(c(=O)[nH]c(=O)n2C)n1C
→ -2.5	1%	-3	-18%	1%	-6%	-11%	6%	0%
- Clc1ccc(-c2cc(-c3nnc4n3CCCCC4)c3ccccc3n2)cc1
→ -0.4	4%	3	-18%	-8%	-16%	-6%	0%	-13%
- Cc1cc(C(=O)COC(=O)c2nccnc2N)c(C)n1C
→ -0.5	9%	6	24%	5%	-1%	-9%	5%	-14%
- COc1ccc(CCNC(=O)CC(NS(=O)(=O)c2ccc(NC(C)=O)cc2)C(C)C)cc1OC (stereo not given)
→ -4.3	-12%	7	x	-9%	0%	0%	-4%	-9%
- O=C(C1CCC1)N1CCC(c2nc3c(nnn3Cc3c(F)cccc3Cl)c(=O)[nH]2)CC1
→ -2.1	5%[57.1 µM]	-4	27%	7%	-2%	-9%	-3%	13%
- CCc1ccc(Nc2cc(C)nc3nc(C)nn23)cc1
→ 1.1	-2%	3	-10%	1%	10%	-27%	3%	-1%
- O=C(NCCc1c[nH]c2ccccc12)c1cccc(S(=O)(=O)Nc2ccccc2Cl)c1
→ 1.6	u	3	29%	-24%	6%	0%	14%	7%
- CCCc1ccc2oc(C(=O)NCCc3nc(C(=O)OCC)cs3)c(C)c2c1
→ -0.9	-22%	7	u	-28%	0%	-7%	u	13%
- COc1ccc(-c2cc(C(N)=O)nc(N3CCCCCC3)n2)cc1
→ -0.6	10%	5	-2%	15%	-26%	-10%	15%	-3%
- C=CCNC(=O)CSc1nnc(-c2ccccc2Br)n1-c1cccc(C(F)(F)F)c1
→ -0.3	-4%	-5	30%	-9%	9%	-3%	-2%	14%
- COC(=O)[C@]12CCCCC=C1N(Cc1ccccc1)C(=O)[C@H](CC(=O)N1CCCC1)C2
→ -0.8	5%	12	27%	-2%	-10%	-6%	5%	3%
- Cc1ccc(CNC(=O)[C@@H]2CCC(=O)N2Cc2ccco2)cc1
→ -1.8	-2%	-11	19%	1%	0%	-8%	3%	4%
- O=C(CCc1nc2ccccc2[nH]c1=O)OCC(=O)N1CCc2ccccc21
→ 3.1	3%	-9	u	7%	-8%	2%	-4%	-10%
- Cc1ccc(Nc2nnc(SC(C)C(=O)Nc3c(C)n(C)n(-c4ccccc4)c3=O)s2)cc1 (stereo not given)
→ 1.1	-13%	2	11%	-23%	8%	-2%	-4%	4%
- CCC(=O)N1CCc2cc(S(=O)(=O)NCCC(=O)NCc3ccccc3Cl)ccc21
→ -0.2	-4%	-8	7%&7%	15%	3%	-1%	1%	2%&-14%
- Cc1ccc2[nH]c3c(N4CCOCC4)ncnc3c2c1
→ -1.7	-4%	-1	15%	-15%	1%	-8%	4%	15%
- COC(=O)CCN(C1CCCCC1)S(=O)(=O)c1ccc(S(=O)(=O)NC2CCCCC2)cc1
→ -1.0	-6%	0	27%	-20%	x	1%	2%	16%
- CCCc1nc2ccccc2c(=O)n1CC(=O)c1ccc(OC)cc1
→ 0.4	-5%[11.6 µM]	0	5%	-15%	-5%	-24%	12%	-7%
- Cc1noc(C)c1COC(=O)c1ccc(S(=O)(=O)NCc2ccco2)cc1
→ 0.3	u	-29	43%	-26%	-2%	-19%	5%	u
- Cc1ccc(NC(=S)Nc2ccc(Br)cc2)cc1
→ 0.3	-8%	6	-8%	-23%	-1%	-8%	3%	-1%
- Cn1nccc1C(=O)Nc1ccn(C23CC4CC(CC(C4)C2)C3)n1
→ 0.7	1%	2	x	-18%	16%	-4%	-6%	-9%

From PubChem BioAssay
